Assay outcomes as filed in PubChem BioAssay.
PAX8 inh HTS – inhibitors of PAX8-driven TPO luciferase reporter, primary screen, RMG-I cells, single concentration; SteadyGlo, 24 h; inhibition, % at 12.6 µM; 1.2% of 360,000 active;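 active = mean replicate inhibition at least 60% with every replicate also reaching 60%; inconclusive = only one of the two criteria is met; inactive = mean below 60% and not all replicates reaching 60%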;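 note: luciferase light reporting Pax8 driven TPO promoter activity; plate controls were median of neutral control wells for no effect and mitoxantrone controls for full effect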
GSIS activator – GLuc luminescence reporter in INS-1E cells, primary screen for activators of glucose-dependent secretion of insulin; AID 743287, 2014; activation, % at 16.6 µM; INS-1E GLuc reporter insulin secretion, 2-3 h; 0.61% of 370,000 active;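 active = lowest replicate activation of at least 40%, so every replicate reaches that level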;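 note: 0% = median of neutral control wells and 100% = median of IBMX positive control wells; some compounds called inactive have numbers as strong as hits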
ARNT-TACC3 inh – disruptors of ARNT/TACC3 protein interaction, primary screen, biochemical, AlphaScreen, single concentration; AlphaScreen His-ARNT PAS-B/GST-TACC3 binding, luminescence; TACC3 fragment carries E629A point mutation; 0.66% of 390,000 active; AID 623870, 2012; inhibition, % at 9.99 µM;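 active = mean inhibition of replicates at least 50% and at least half of replicates each reaching 50%; inconclusive = half or more replicates reach 50% but mean below 50%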;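 note: 0% = complete ARNT plus TACC3 wells and 100% = ARNT alone without TACC3; many hits fall short of the cut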
DENV2 CPE – inhibitors of DENV2 cytopathic effect, primary screen, cell-based, plate reader, single concentration; DENV2-infected cells, cytopathic effect rescue; CPE inhibition, % at 9.99 µM; 1.7% of 350,000 active; AID 651640, 2012; in the data active = CPE inhibition above about 20%, passing the limit was not always enough; inconclusive = no clear call, values can overlap the other calls; tested in BHK-21 cells;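 note: 0% = median of neutral control wells and 100% = median of positive control wells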
ERp5 inh – inhibitors of ERp5-driven insulin aggregation, primary screen, biochemical, turbidity, absorbance 650 nm, single point; 0.05% of 350,000 active; AID 651711, 2012; inhibition, % at 9.99 µM; 90 min; Protein disulfide-isomerase A6 (Homo sapiens), Q15084;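 active = mean replicate inhibition above about 25%, with every replicate also reaching it, limit read from the data, passing the limit was not always enough; inconclusive = only one of those two criteria met; inactive = neither criterion met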
Target sequence (Q15084 whole entry, looked up): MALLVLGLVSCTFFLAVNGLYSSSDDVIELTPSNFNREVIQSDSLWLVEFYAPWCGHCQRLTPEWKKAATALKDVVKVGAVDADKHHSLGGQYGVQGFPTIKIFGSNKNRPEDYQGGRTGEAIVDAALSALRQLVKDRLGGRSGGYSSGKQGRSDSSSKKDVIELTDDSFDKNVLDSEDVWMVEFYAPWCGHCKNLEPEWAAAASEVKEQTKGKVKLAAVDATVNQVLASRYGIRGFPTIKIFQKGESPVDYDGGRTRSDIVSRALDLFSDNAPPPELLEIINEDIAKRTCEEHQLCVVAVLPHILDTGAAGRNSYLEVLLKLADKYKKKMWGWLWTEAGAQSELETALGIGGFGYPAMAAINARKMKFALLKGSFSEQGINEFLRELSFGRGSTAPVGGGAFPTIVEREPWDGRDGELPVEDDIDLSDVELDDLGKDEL
CFTR F508del cor – F508del CFTR correction, initial screen, CFBE line, single point. CFBE cells, YFP halide quenching; stimulated with forskolin plus potentiator P3; % fluorescence drop versus neutral controls. activity (quench increase), % at 7.58 µM. 0.36% of 350,000 active. AID 720511, 2013;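 active = mean added fluorescence quench of at least 8% versus neutral control, with both replicates also reaching 8%; inconclusive = only one of the mean or replicate conditions met; inactive = mean below 8% and not both replicates reaching 8%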;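 note: cells transiently co-express mutant CFTR-F508del with the halide-sensitive YFP; corrector assay measuring rescue of mutant channel to the surface after 24 h compound exposure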
EWS-Fli inh – EWS/Fli-driven NR0B1 reporter inhibitors, primary screen, A673 cells, NR0B1 luciferase, luminescence, MLPCN library. 0.67% of 350,000 active. AID 651661, 2012. viability-normalised. inhibition, % at 12.6 µM;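 active = mean inhibition of at least 50% after viability correction, with every replicate also passing that limit; inconclusive = mean reaches 50% but only one of two replicates passes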;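 note: firefly luciferase signal divided by Alamar Blue viability fluorescence both relative to DMSO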
XiGFP reactiv – activators of inactive X chromosome reactivation, primary screen, imaging, XiGFP fibroblasts, GFP high-content imaging, set 2 | XiGFP mouse fibroblasts, % GFP-positive cells imaging, 3 d; cells co-treated with 5-aza-dC sensitizer; scaled so ellipticine positive control = 100% | activation, % at 7.58 µM | 0.055% of 360,000 active;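 active = mean normalized replicate activation at least 10% and every replicate at or above 10%; inconclusive = only one of the two criteria met; inactive = mean below 10% and not all replicates reach 10%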;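 note: 0% = median of on-plate neutral control wells and 100% = ellipticine 6 µM median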
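System: 68-5-11 XiGFP fibroblast line | Buffer or medium: DMEM containing 5-aza-dC | Compound: Single point | Times: Compounds 3 days, fix/stain 15 min at room temperature | Benchmarks: Positive control ellipticine, 6 µM final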
* = called active by the depositor; ? = inconclusive; . = no result given.

SMILES	PAX8 inh HTS	GSIS activator	ARNT-TACC3 inh	DENV2 CPE	ERp5 inh	CFTR F508del cor	EWS-Fli inh	XiGFP reactiv
Cc1cccc(CN2C(=O)CSc3ccc(C(=O)NC4CC4)cc32)c1	5	191*	0	-1	-2	0.0	6	0.1
O=C(C[C@@H]1C=C[C@H](NC(=O)C2CCOCC2)[C@H](CO)O1)NCC1CC1	-11	17	16	6	-2	1.5	0	-0.4
O=C(Nc1cc(F)ccc1F)N1CC(=O)N2[C@H](C1)[C@@H](c1ccc(-c3ccc(F)cc3)cc1)[C@@H]2CO	21	-18	.	-6	8	1.0	-5	0.0
C=CC[C@H](CC(=O)NCCO)C(=O)N[C@H](COC(=O)[C@@H](CC=C)CC(=O)OC(C)(C)C)Cc1ccccc1	21	0	-6	-22	-3	-0.7	2	-0.6
N#C/C(=N\Nc1ccccc1)C(=N)N1CCOCC1	-37	.	7	0	5	1.0	-49	0.0
CCOc1ccccc1NC(=O)c1nnn(CC(=O)Nc2ccc3c(c2)OCO3)c1N	-5	83	3	0	12	0.2	-13	0.3
Cc1cc(/C=C2/NC(=O)N(Cc3ccccc3F)C2=O)c(C)n1-c1ccccn1	13	-20	4	.	.	.	.	0.0
CN(CC(=O)Nc1ncn[nH]1)S(=O)(=O)c1cc(Cl)ccc1Cl	0	15	1	-4	-34	-0.6	-7	0.1
CCn1c2ccc(F)cc2c2nnc(SCCN3CCCCC3)nc21	28	14	3	-2	3	.	7	0.0
CCN(CC(=O)NCc1cccs1)C(=O)/C=C/c1cc(OC)ccc1OC	-13	10	-4	-3	1	1.7	1	0.2
O=C(c1cccc2c1-c1ccccc1C2)N1CCCCC1	-28	-4	-13	-1	3	-1.5	5	-0.2
CCn1c(SCC(=O)c2c[nH]c3ccccc23)nc2cc(S(=O)(=O)N3CCOCC3)ccc21	22	12	1	.	.	.	.	0.1
CCCOc1ccc(F)cc1-c1cc(C(=O)NCCOC)[nH]n1	1	2	.	-5	2	5.5	16	0.0
COCC(=O)Nc1ccc2c(c1)OC[C@@H](C)N(CC1CC1)C[C@@H](C)[C@H](OC)CN(C)C2=O	-6	4	-4	?	0	-0.4	4	0.1
CSc1ccc(CN2CCCC(CO)(Cc3ccccc3)C2)cc1 (stereo not drawn)	14	-22	5	-3	2	3.7	5	0.3
N#C/C(=C\c1c(N2CCOCC2)nc2ccccn2c1=O)C(=O)NC1CCS(=O)(=O)C1 (stereo not drawn)	2	22	.	-4	-3	0.4	9	0.1
Cc1ccccc1-c1nnc(SCC(=O)N2CCCC2)o1	-118	6	-1	8	-1	-4.5	-93	0.5
Clc1ncc(Cn2cccn2)s1	12	-2	-3	3	-6	2.7	-6	0.6
CC(=O)Nc1cc(C(=O)N2CCc3ccccc3C2)ccc1Sc1ccc(Cl)cc1	19	.	-3	1	6	.	12	0.2
CC12CCC(C(=O)N(NC(=O)c3ccccc3O)C1=O)C2(C)C (stereo not drawn)	39	-7	-5	6	2	0.6	13	0.2
O=C(N/C(=C\c1ccc(F)cc1)C(=O)N1CCOCC1)c1ccccc1	13	23	9	6	2	-0.9	11	-0.1
COc1ccc(C)cc1N1CC(C(=O)Nc2cccc(C(=O)NC3CC3)c2)CC1=O (stereo not drawn)	-13	-7	.	-8	0	-0.6	-7	0.0
Cc1cc(NC(=O)CCN2CC(C)OC(C)C2)ccc1Br (stereo not drawn)	29	-13	-4	-10	2	0.0	16	0.0
CO[C@@H]1CN(C)C(=O)c2ccc(NS(=O)(=O)c3ccccc3F)cc2OC[C@@H](C)NC[C@@H]1C	.	4	.	3	.	-3.3	2	0.1
CCCNC(=O)C(Cc1ccccc1C)NC(=O)c1ccc(C#N)cc1 (stereo not drawn)	-31	-6	-5	-6	7	2.7	1	0.2

Next structures:
SMILES	PAX8 inh HTS	GSIS activator	ARNT-TACC3 inh	DENV2 CPE	ERp5 inh	CFTR F508del cor	EWS-Fli inh	XiGFP reactiv
COc1cc2c3nc4n(c(=O)c3n(CC(=O)NCC3CCCO3)c2cc1OC)CCS4 (stereo not drawn)	1	13	0	0	-6	-2.1	.	0.1
COc1cc(C(C(=O)NC(C)(C)C)N(Cc2ccc3c(c2)OCO3)C(=O)c2cnccn2)cc(OC)c1OC (stereo not drawn)	.	-7	10	-7	2	-1.6	7	.
O=C(Nc1cc(S(=O)(=O)N2CCOCC2)ccc1N1CCCC1)c1ccccc1F	2	.	.	-5	-8	-1.2	7	0.0
C/C(=N\Nc1nc(C)cc(C)n1)c1ccc(C)o1	9	1	.	-3	2	.	-3	0.0
COc1ccc(C(=O)Nc2ccc3c(c2)OC[C@H](C)NC[C@H](C)[C@@H](OC)CN(C)C3=O)cc1	.	7	.	1	1	1.8	.	-0.1
C[C@@H]1CN([C@H](C)CO)C(=O)c2ccccc2-c2ccccc2CO[C@H]1CN(C)C(=O)Cc1ccccc1	13	7	-11	4	-5	-1.2	9	-0.1
O=C(CN1CC(c2ccccc2)CC1=O)Nc1ccc2c(c1)OCO2 (stereo not drawn)	-21	-9	22	6	-3	-1.3	-3	0.1
C[C@H]1CN([C@@H](C)CO)C(=O)c2cccc(NS(C)(=O)=O)c2O[C@@H]1CN(C)Cc1ccc(C(=O)Nc2ccccc2N)cc1	-12	10	.	75*	4	1.4	-5	0.0
O=C(COC(=O)Cc1ccccc1F)Nc1ccc2c(c1)OCO2	0	27	-1	-5	3	-0.9	2	-0.1
O=C(Nc1ccc(Cl)cc1)N1CCSC1=NCc1ccccc1	-14	.	0	-1	2	0.3	0	0.1
CC1=C(C(=O)OCC2CCCO2)C(c2coc3ccc(C)cc3c2=O)C2=C(CCCC2=O)N1 (stereo not drawn)	27	-4	-7	-6	2	-1.9	-5	0.1
CO[C@@H]1CN(C)C(=O)c2cc(NC(=O)Nc3cccc(F)c3)ccc2OC[C@H](C)N(C)C[C@@H]1C	.	1	-2	-3	2	-2.5	2	0.3
OCC1OCOC2C(CO)OCOC12 (stereo not drawn)	.	.	-2	123*	-3	-0.6	5	.
Nc1ncc(-c2ccccc2)c(-c2ccc(O)cc2O)n1	-10	51	33	-8	1	4.5	-22	0.0
CC(C)(C)OC(=O)N1CCC(C(=O)N[C@@H](Cc2c[nH]c3ccccc23)C(=O)O)CC1	16	-2	-8	-11	-3	0.7	-2	0.0
COc1c2ccc(OCC/C(C)=C/C(=O)C=C(C)C)cc2nc2occc12	-3	-1	-7	11	1	-1.7	-21	0.1
Cc1noc(C)c1S(=O)(=O)N(C)C[C@H]1OCCCC[C@@H](C)Oc2ccc(NC(=O)Nc3ccc(F)cc3)cc2C(=O)N([C@@H](C)CO)C[C@H]1C	27	0	10	-9	-5	0.6	0	-0.1
Cc1ccc(S(=O)(=O)N2C[C@H]3C(=O)C[C@@H](c4ccccc4)N(S(=O)(=O)c4ccc(C)cc4)[C@H]3C[C@H]2c2cccc(C)c2)cc1	16	.	.	7	1	-2.3	-4	0.0
CCOC(=O)c1c(S(=O)(=O)N2CCCC(C(=O)Nc3cccc(C)n3)C2)c(C)n(C)c1C (stereo not drawn)	11	.	-3	1	3	0.7	7	0.0
O=C(Cn1cnc2c(nnn2Cc2ccc(F)cc2)c1=O)Nc1ccccc1	-2	15	-6	14	-3	-1.1	-10	-0.1
C=CCNC(=S)NNC(=O)c1cc(C)nc2ccccc12	-5	19	0	.	.	.	.	0.1
Cc1cccc(CNC(=O)c2ccccc2NC(=O)C2=CSCCO2)c1	-9	-7	-1	1	-5	1.0	.	2.1
C[C@H]1CN([C@@H](C)CO)C(=O)c2cc(NC(=O)C3CCCCC3)ccc2O[C@@H]1CN(C)Cc1ccc(C(F)(F)F)cc1	.	-33	0	-14	4	0.5	11	0.0
CCNC(=O)c1ccccc1-c1nc(-c2ccccc2)no1	-2	6	-2	-4	0	1.1	-17	0.1
COc1ccc2c3c([nH]c2c1)[C@@H](CO)N(S(C)(=O)=O)CC31CN(C(=O)c2cccnc2)C1	-31	10	.	-3	6	-1.0	12	0.1

Arranged by value in ERp5 inh (largest number first): three from the list above
compound | ERp5 inh
COc1cc(C(C(=O)NC(C)(C)C)N(Cc2ccc3c(c2)OCO3)C(=O)c2cnccn2)cc(OC)c1OC (stereo not drawn) | 2
CCNC(=O)c1ccccc1-c1nc(-c2ccccc2)no1 | 0
COc1cc2c3nc4n(c(=O)c3n(CC(=O)NCC3CCCO3)c2cc1OC)CCS4 (stereo not drawn) | -6

Next compounds.
SMILES	PAX8 inh HTS	GSIS activator	ARNT-TACC3 inh	DENV2 CPE	ERp5 inh	CFTR F508del cor	EWS-Fli inh	XiGFP reactiv
Cc1noc(C)c1NC(=O)Nc1cccc2c1O[C@H](CN(C)Cc1ccc(C(F)(F)F)cc1)[C@H](C)CN([C@@H](C)CO)C2=O	81*	-29	-2	21*	-5	-4.2	-2	-0.1
COc1ccc(C)cc1NC(=O)c1ccc2c(c1)C(=O)N(Cc1ccncc1)C2=O	13	8	-1	6	3	-1.1	-4	0.1
Clc1ccc(CNCCCSc2ncccn2)cc1Cl	18	-2	23	-3	3	1.9	1	0.0
S=C1c2ccccc2CN1c1ccccc1	-71	7	-3	.	.	.	.	-0.1
CCn1nc(C)cc1C(=O)Sc1cccc(Cl)c1	13	-12	-6	-5	-1	2.3	17	-0.1
Cc1oc(-c2ccccc2F)nc1CS(=O)CC(=O)NCc1ccccc1 (stereo not drawn)	18	1	-6	-2	0	0.8	.	0.1
Cc1cc2c(cc1S(=O)(=O)NCc1ccc(N(C)C)cc1)OCC(=O)N2	-3	9	1	19	-1	0.8	-2	0.0
C/C(=N/OCO/N=C(/C)c1ccc(F)cc1)c1ccc(F)cc1	-12	12	-52	0	-1	7.8	-1	0.1
COc1ccc(NC(=O)C2C3CCC(O3)C2C(=O)O)c(C)c1 (stereo not drawn)	5	-36	4	-5	-4	-0.7	0	0.0
Cc1noc(C)c1NC(=O)N(C)C[C@H]1OCCCC[C@H](C)Oc2ccc(NC(=O)NC3CCCCC3)cc2C(=O)N([C@@H](C)CO)C[C@@H]1C	-2	-6	-3	28*	1	-2.9	-8	0.0
C#CCOCCOCCOCCNc1nc(N2CCN(C(=O)[C@H](CCCCN)n3cc(CN)nn3)CC2)nc(N2CCN(C(=O)[C@H](CCC(=O)O)n3cc([C@@H](N)CCSC)nn3)CC2)n1	-9	2	3	3	0	1.4	2	-0.1
N#C[C@@H]1[C@@H](c2ccccc2C2=CCCCC2)[C@@H](CO)N1C(=O)NC1CCCCC1	.	-12	.	-12	-4	0.1	-12	0.0
O=C(O)C1CCCCC1C(=O)Nc1ccc(S(=O)(=O)N2CCOCC2)cc1 (stereo not drawn)	-1	-5	12	-2	18	2.8	2	0.5
c1ccc(-c2cnnc3ccccc23)cc1	2	5	0	-20	1	-2.0	-1	0.0
CC(C)n1nc(Cc2cccc3ccccc23)c(C#N)c1N	-7	.	-1	2	4	-5.4	0	0.0
C=CCN(CC=C)Cc1cc(=O)oc2ccccc12	-9	11	.	?	-1	-3.0	1	0.0
CC(C)OCCCNC(=O)COc1ccc2oc3c(c2c1)CCCC3	-2	-18	15	-4	4	1.5	.	0.0
O=C(c1cc(-c2ccccc2O)on1)N1CCCC1	-150	.	0	-2	7	0.2	-102	-0.1
CSc1ccccc1OCc1cc(C(=O)N2CCC(Oc3cccnc3)CC2)no1	-17	-37	-3	1	4	1.4	-25	0.1
